pCIP destab – p/CIP-EGFP fusion destabilizers, primary screen, fluorescence, F442A cells | decrease of EGFP signal, % at 10 µM | 290,000 compounds, 0.01% hits | 16 h;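 active means EGFP signal decrease of at least 30% at 10 µM or well 3 SD below plate mean, unless failing retest; inactive means the rest, including hits failing retest or dose response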; further: some compounds called inactive have numbers as strong as hits; many of its hits are not listed in these tables
VIM-2 inh – VIM-2 metallo-beta-lactamase inhibitors, primary screen, biochemical, epi-absorbance readout, Pseudomonas aeruginosa enzyme; purified VIM-2, nitrocefin hydrolysis, epi-absorbance fluorescence; inhibition, % at 5.6 µM; 290,000 compounds, 0.89% hits;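 active means inhibition above the mean of all tested compounds plus 3 SD, cutoff set per screening run, cut at about 7.5% in these data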;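 further: red hydrolysis product quenches plate fluorescence so inhibitors raise well fluorescence; 0% = enzyme with DMSO and 100% = DMSO without enzyme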
PfM18AAP inh – PfM18AAP inhibitors, malaria aminopeptidase, primary screen, biochemical, QFRET, recombinant enzyme. inhibition, % at 7.35 µM. H-Glu-NHMec fluorogenic cleavage. M18 aspartyl aminopeptidase (Plasmodium falciparum 3D7). 290,000 compounds, 1.2% hits;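 active means inhibition above the campaign mean inhibition over all tested compounds plus 3 SD, cut at about 28% in these data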;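 further: 0% = plate median of test compound wells and 100% = 2 mM ZnCl2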
DNA FID counter – compounds displacing fluorescent DNA intercalator, primary screen, artefact control for HCV NS3 helicase inhibitor project, biochemical, FID fluorescence. inhibition, % at 7.9 µM. 290,000 compounds, 0.17% hits. DNA fluorescent intercalator displacement; in the data active means inhibition above about 37%;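 further: 0% = vehicle and 100% = reference compound; higher means more ethidium bromide displaced from hairpin DNA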
IDE cell activ – human IDE activators in live cells, primary screen, fluorescence polarization, HEK cells, FAbeta-B substrate. Insulin-degrading enzyme (Homo sapiens), P14735. activation, % at 5.96 µM. 340,000 compounds, 0.073% hits. FAbeta-B cleavage; 0% vehicle, 100% cell-free pure enzyme wells. AID 493087, 2011;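 active means activation above the mean of all tested compounds plus 3 SD, set per screening campaign, cut at about 17% in these data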
NS3 helicase inh – inhibitors of HCV NS3 helicase, primary screen, biochemical, Cy5 molecular beacon fluorescence. inhibition, % at 10.9 µM. Hepatitis C virus NS3 helicase. NS3 helicase DNA unwinding. AID 1800, 2009. 290,000 compounds, 0.56% hits;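 active means inhibition above the mean of all tested compounds plus 3 SD, set per campaign, cut at about 35% in these data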;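 further: 0% = DMSO wells and 100% = thioflavine S control wells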
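Test system: hepatitis C virus NS3 helicase domain fragment enzyme. Also added: annealed dual-labelled DNA beacon duplex, ATP-started. Timing: 60 min unwinding reaction at 25 °C after ATP addition. Technique: Cy5 fluorescence. Measure: % inhibition of unwinding.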
UBC9 SUMO inh – inhibitors of in vitro SUMOylation cascade, primary screen, biochemical, HTRF, uHTS. HTRF SUMOylation assay, SAE1/SAE2 + UBC9. inhibition, % at 35 µM. 290,000 compounds, 0.36% hits. AID 2006, 2009; in the data active means inhibition above about 50%, passing the limit was not always enough; further: strong numbers were not always called active
Target sequence (P63279 whole entry, looked up): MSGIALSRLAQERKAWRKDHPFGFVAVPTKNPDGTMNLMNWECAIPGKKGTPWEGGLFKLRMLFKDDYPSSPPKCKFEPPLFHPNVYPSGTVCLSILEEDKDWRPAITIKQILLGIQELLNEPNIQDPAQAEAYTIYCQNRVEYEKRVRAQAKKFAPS
IDE cell inh – human IDE inhibitors in live cells, primary screen, fluorescence polarization, HEK cells, FAbetaB substrate | inhibition, % at 5.59 µM | FAbetaB cleavage | 320,000 compounds, 0.41% hits | AID 434962, 2010 | Insulin-degrading enzyme (Homo sapiens), P14735;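 active means percent inhibition above the average of all tested compounds plus 3 SD, set per screening campaign, cut at about 16% in these data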;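 further: IDE supplied by intact live HEK cells; FP after avidin binding of uncleaved biotin substrate so inhibition keeps polarization high; 0% = DMSO wells and 100% = 60 µM reference IDE inhibitor Ii1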
IMP-1 inhibitor – IMP-1 metallo-beta-lactamase inhibitors, primary screen, biochemical, epi-absorbance readout, Pseudomonas aeruginosa enzyme | purified IMP-1, nitrocefin hydrolysis, epi-absorbance fluorescence | inhibition, % at 5.6 µM | metallo-beta-lactamase IMP-1 (Pseudomonas aeruginosa) | 290,000 compounds, 0.45% hits;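 active means inhibition above the mean plus 3 SD of all compounds in the same screening run, cut at about 4.5% in these data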;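 further: 0% = IMP-1 with DMSO and 100% = DMSO wells lacking enzyme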
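System: purified IMP-1; amount: IMP-1 0.2 nM before substrate addition; compound: single dose, 5.6 µM; times: 25 °C, 15 min preincubation, 25 min reaction; signal: Epi-absorbance via hydrolysed-nitrocefin quenching of white-plate fluorescence, 480/530 nm, EDTA stop; benchmarks: DMSO with and without IMP-1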
* = called active by the depositor; . = no result given.

SMILES	pCIP destab	VIM-2 inh	PfM18AAP inh	DNA FID counter	IDE cell activ	NS3 helicase inh	UBC9 SUMO inh	IDE cell inh	IMP-1 inhibitor
COC(=O)c1ccccc1NC(=O)c1c(Br)cnn1C	-1	-3.4	-2	-9	1	-5	-13	-2	-2.7
O=C1N=c2ccccc2=C1c1sc(=S)n(CC2CCCO2)c1O (stereo unspecified)	-13	0.5	-7	4	1	0	-4	5	-1.4
Cc1cccn2c(=O)c3cc(C(=O)NC4CCS(=O)(=O)C4)n(Cc4ccccc4)c3nc12 (stereo unspecified)	2	-0.6	5	-50	3	4	31	7	-0.2
CC(C)NC(=O)c1nc2c(nnn2Cc2cccc(Cl)c2)c(=O)[nH]1	-8	-2.3	0	-22	2	6	-4	2	-1.5
CCOc1ccc(S(=O)(=O)N2CN3CCN(C3)C2)cc1	-5	-2.5	-1	-2	7	4	11	-1	-2.7
CCCOc1cc(C)c(S(=O)(=O)N2CCOCC2)cc1C	6	-0.3	-6	-18	.	-4	-23	9	-4.2
COc1cc(OC)c(NC(=O)CS(=O)(=O)Cc2nc(-c3ccc(C)cc3)oc2C)cc1Cl	-27	-0.6	-5	-1	3	-6	-6	1	-1.4
CCNC(=O)NC(=O)C(C)OC(=O)c1oc2ccccc2c1CSC1CCCCC1 (stereo unspecified)	-4	0.3	-10	-4	3	2	-8	7	-2.0
Cc1ccc(CNC(=O)C2CCN(c3nnc(N4CCCC4=O)s3)CC2)cc1	-6	-4.0	-4	-27	1	20	3	3	-7.2
COc1cccc(NC(=O)CSc2nnc(Cc3ccc(OC)c(OC)c3)o2)c1	-9	-1.8	7	-23	2	-10	24	1	-2.0
Cc1cccc(NC(=O)CSc2nc(N)c(NC(=O)c3cccs3)c(=O)[nH]2)c1	2	-2.1	4	-3	-2	-7	3	6	-2.4
O=C(Nc1ccc(F)cc1)Nc1nnc(-c2ccco2)s1	37	-1.5	8	-6	1	1	11	4	-2.1

Next part; it opens with the 3 that closed the last part.
SMILES	pCIP destab	VIM-2 inh	PfM18AAP inh	DNA FID counter	IDE cell activ	NS3 helicase inh	UBC9 SUMO inh	IDE cell inh	IMP-1 inhibitor
COc1cccc(NC(=O)CSc2nnc(Cc3ccc(OC)c(OC)c3)o2)c1	-9	-1.8	7	-23	2	-10	24	1	-2.0
Cc1cccc(NC(=O)CSc2nc(N)c(NC(=O)c3cccs3)c(=O)[nH]2)c1	2	-2.1	4	-3	-2	-7	3	6	-2.4
O=C(Nc1ccc(F)cc1)Nc1nnc(-c2ccco2)s1	37	-1.5	8	-6	1	1	11	4	-2.1
CC(O)CNc1nc2c(c(=O)n(C)c(=O)n2C)n1C/C=C/c1ccccc1 (stereo unspecified)	-8	1.4	0	-18	1	-4	36	2	-1.8
CCOC(=O)NCc1ccc(S(=O)(=O)Nc2ccccc2C)cc1	-3	-3.3	5	-13	-4	2	2	1	-4.0
Brc1ccc(-c2nn[nH]n2)cc1	1	-1.6	-3	-3	6	3	-6	6	-3.4
O=C(O)c1cc2c(o1)CCC/C2=N\O	-13	-6.5	-3	3	5	8	17	4	-1.9
CC(C)(C)NC(=O)Nc1cccc(Cl)c1Cl	-10	-0.7	-3	-3	-2	-11	9	1	-0.1
NS(=O)(=O)c1ccc(NC(=O)/C=C/c2ccccc2[N+](=O)[O-])cc1	1	-4.1	-1	10	0	1	19	8	-3.4
COc1ccc(C(=O)Nc2ccc(SC(F)F)cc2)cc1	6	-3.7	-1	1	2	-17	1	1	-2.3
COc1cc(OC)cc(-n2nnnc2SCC(=O)NCc2cccs2)c1	-2	-4.0	-4	-18	3	33	-5	8	-1.9
Cc1cc(C(=O)OCC(=O)NC2CCS(=O)(=O)C2)c(C)n1-c1ccccc1 (stereo unspecified)	-15	1.1	-8	-13	6	1	3	-1	0.2
CC1CCc2nc(NC(=O)C3COc4ccccc4O3)sc2C1 (stereo unspecified)	-19	-5.5	0	-8	3	-5	3	5	-3.4
COC(=O)C1=C(CSc2nncn2C)NC(=O)NC1c1cc(C)ccc1C (stereo unspecified)	-4	-2.5	3	-5	-3	-4	1	1	-2.4
CCC(C)OC(=O)c1[nH]c2c(c1C)C(=O)CC(c1ccc(N(C)C)cc1)C2 (stereo unspecified)	-12	-0.2	5	-11	0	-7	-8	6	-1.9
O=C(c1cc2ccccc2o1)N1CCC(N2CCC(C(=O)N3CCCC3)CC2)CC1	-5	-0.8	6	9	-6	3	-16	-4	-2.0
NC(=O)c1ccc(-n2nnnc2SCc2ccccc2)cc1	-8	-3.2	8	-2	-2	-10	-8	3	-4.1
Cc1cc2oc(C(=O)N(Cc3ccco3)C3CCS(=O)(=O)C3)cc(=O)c2cc1Cl (stereo unspecified)	0	1.2	-3	-23	-1	3	-6	1	-3.2
O=S(=O)(NCCc1cn2ccccc2n1)c1cccs1	-5	-2.8	11	-1	5	3	-2	1	-4.9
O=C(CSc1nnnn1-c1ccc(Cl)cc1)Nc1cccnc1Cl	1	-1.1	1	-9	-1	0	-3	5	-3.8
Cc1ccc(CNC(=O)CSc2c3c(nc4ccc(Cl)cc24)CCCC3)o1	-4	-1.1	1	-14	-4	4	6	1	-1.8
COc1ccc(-c2cc(C(F)(F)F)c(C#N)c(SCC(=O)Nc3ccc(C)cc3)n2)cc1	3	-6.5	-4	4	0	0	2	3	-2.5
COc1cccc(N2CCN(C(=O)c3ccc(N4C(=O)NC5CC4(C)Oc4ccccc45)cc3)CC2)c1 (stereo unspecified)	-6	-0.1	4	-50	4	-18	-8	4	0.2
COc1ccc(OC)c(-c2nnc(SCC(=O)N3CCOCC3)o2)c1	-1	1.1	-7	-16	0	-7	7	6	-1.7
O=C(Cc1cccs1)N1CCN(c2cccc(Cl)c2)CC1	1	-0.7	-9	-16	3	9	-8	2	-1.9
COc1cc(C(c2c(C)[nH][nH]c2=O)c2c(C)[nH][nH]c2=O)ccc1OC(C)C	-4	-1.1	19	-9	-2	-4	7	2	-4.0
C=CC[n+]1c(-c2ccc(OCC)cc2)csc1NNC(=O)Nc1ccccc1	-3	-1.6	21	-14	-1	-4	-12	3	-2.3
O=C(O)CCC(=O)NNc1ncnc2ccccc12	6	-3.1	7	2	0	-12	2	-4	-3.6
COc1ccc(NC(=O)C2c3cc(OC)c(OC)cc3C(=O)N(C)C2c2cccnc2)cc1OC (stereo unspecified)	-3	-5.0	-7	-6	2	0	-8	1	-4.3
S=C(NCC1CCCO1)Nc1cccc(Cl)c1 (stereo unspecified)	-12	-0.9	3	-4	5	-14	-2	9	-1.4
Cc1nn(-c2ccccc2)c2sc(C(=O)N(CC(=O)NC3CCCC3)Cc3ccco3)cc12	-7	-0.4	4	-5	4	-2	9	.	-1.6
O=c1[nH]c(CN2CCCC2)nc2sc3c(c12)CCC3	-6	-1.3	2	0	3	13	11	-4	-0.9
CCN1C(=O)C(CC(=O)NC2CCCCC2)N(CC)C1=O (stereo unspecified)	-16	-0.7	0	-1	-1	-1	8	-2	-3.4
COc1cccc(/C=C/C(=O)NCc2cn3cc(Cl)ccc3n2)c1	-12	-1.2	-2	-20	8	6	28	1	-1.9
Cc1sc2nc(CSc3ccccc3)nc(N3CCC(C(N)=O)CC3)c2c1C	-4	-0.1	7	-22	2	-19	4	2	-0.1
CNC(=S)NNC(=O)c1oc2nc(-c3ccccc3)cc(-c3ccco3)c2c1N	-32	-1.8	18	-19	-6	35	17	4	-2.4
O=C(CCSc1nc(-c2ccc3c(c2)OCO3)cc(C(F)(F)F)n1)NCc1ccco1	-11	-0.8	1	-2	-1	-2	24	-1	2.3
CC(C)N1C(=O)S/C(=C/c2ccccc2OCc2ccc(C(=O)O)cc2)C1=O	-4	-1.7	12	-32	0	15	27	-3	-1.0
CCOc1ccc(C2CC(=O)NC2=O)cc1 (stereo unspecified)	-4	-3.8	2	-8	1	4	0	6	-5.0

Part of the list above in order of number of heavy atoms, ascending:
SMILES	pCIP destab	VIM-2 inh	PfM18AAP inh	DNA FID counter	IDE cell activ	NS3 helicase inh	UBC9 SUMO inh	IDE cell inh	IMP-1 inhibitor
O=C(O)CCC(=O)NNc1ncnc2ccccc12	6	-3.1	7	2	0	-12	2	-4	-3.6
CC(C)N1C(=O)S/C(=C/c2ccccc2OCc2ccc(C(=O)O)cc2)C1=O	-4	-1.7	12	-32	0	15	27	-3	-1.0
O=C(CCSc1nc(-c2ccc3c(c2)OCO3)cc(C(F)(F)F)n1)NCc1ccco1	-11	-0.8	1	-2	-1	-2	24	-1	2.3
Cc1nn(-c2ccccc2)c2sc(C(=O)N(CC(=O)NC3CCCC3)Cc3ccco3)cc12	-7	-0.4	4	-5	4	-2	9	.	-1.6

Next structures.
SMILES	pCIP destab	VIM-2 inh	PfM18AAP inh	DNA FID counter	IDE cell activ	NS3 helicase inh	UBC9 SUMO inh	IDE cell inh	IMP-1 inhibitor
CCOC(=O)NNC(=O)NCCCCCCNC(=O)NNC(=O)OCC	1	-0.5	11	-4	2	-5	6	1	-1.7
CC(OC(=O)CCCc1nc2ccccc2s1)C(=O)NC(N)=O (stereo unspecified)	-1	-4.0	-1	-13	2	6	10	2	-4.4
O=C(OCc1nnc(-c2ccccc2)o1)c1cc([N+](=O)[O-])ccc1Cl	0	0.5	1	4	5	2	1	-5	0.2
CCc1ccc(N2CC(C(=O)Nc3nccs3)CC2=O)cc1 (stereo unspecified)	16	-1.6	2	-5	2	-9	-19	3	-3.5
O=C1c2ccccc2C(=O)C1c1ccnc2ccccc12	0	0.3	-9	1	3	-3	-45	-5	-0.4
COc1cc(OC)cc(C(=O)NCc2ccc3c(c2)OCO3)c1	-6	-1.9	4	-12	1	-4	10	2	-5.0

Structures from the list above containing two or more sulfur atoms, in the order listed:
SMILES	pCIP destab	VIM-2 inh	PfM18AAP inh	DNA FID counter	IDE cell activ	NS3 helicase inh	UBC9 SUMO inh	IDE cell inh	IMP-1 inhibitor
O=C1N=c2ccccc2=C1c1sc(=S)n(CC2CCCO2)c1O (stereo unspecified)	-13	0.5	-7	4	1	0	-4	5	-1.4
Cc1cccc(NC(=O)CSc2nc(N)c(NC(=O)c3cccs3)c(=O)[nH]2)c1	2	-2.1	4	-3	-2	-7	3	6	-2.4
COc1cc(OC)cc(-n2nnnc2SCC(=O)NCc2cccs2)c1	-2	-4.0	-4	-18	3	33	-5	8	-1.9
O=S(=O)(NCCc1cn2ccccc2n1)c1cccs1	-5	-2.8	11	-1	5	3	-2	1	-4.9
Cc1sc2nc(CSc3ccccc3)nc(N3CCC(C(N)=O)CC3)c2c1C	-4	-0.1	7	-22	2	-19	4	2	-0.1
